Assay outcomes: PubChem BioAssay, National Center for Advancing Translational Sciences (NCATS)
GLP1R inv ag: GLP-1 receptor (human) inverse agonism | P43220 | HEK293 GLP-1R CRE-luciferase, luminescence, 24 h; GLP-1R form is constitutively active | Potency, µM (doses to about 38.3 µM), without a hit: at the top dose activity change, negative = inhibition, actives largely listed as inhibitors | 410,000 compounds, 1.6% hits; also: % is scaled to controls: 0 for no effect and ±100 for the full control effect; nearly all actives have a fitted effect of over 55% in size
Target sequence (P43220 whole entry, looked up): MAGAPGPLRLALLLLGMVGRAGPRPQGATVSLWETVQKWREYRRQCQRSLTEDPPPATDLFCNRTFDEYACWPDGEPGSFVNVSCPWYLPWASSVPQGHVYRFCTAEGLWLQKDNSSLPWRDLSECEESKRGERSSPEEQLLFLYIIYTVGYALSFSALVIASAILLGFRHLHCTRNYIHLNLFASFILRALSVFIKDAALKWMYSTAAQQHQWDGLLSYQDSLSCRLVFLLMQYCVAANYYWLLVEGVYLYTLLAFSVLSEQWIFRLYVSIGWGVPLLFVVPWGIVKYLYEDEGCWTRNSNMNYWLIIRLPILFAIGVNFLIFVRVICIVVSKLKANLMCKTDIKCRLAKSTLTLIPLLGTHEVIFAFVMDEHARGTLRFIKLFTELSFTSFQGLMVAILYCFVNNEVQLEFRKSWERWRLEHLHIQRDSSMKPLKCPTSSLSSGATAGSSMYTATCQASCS
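HEK293 cells stably co-expressing constitutively active GLP-1R and a cAMP-responsive luciferase reporter were seeded in DMEM with 10% Nu serum, given compounds after 12 h, and incubated 24 h at 37 deg C. Luminescence was then read.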
HT1080 IDH1KD tx: kills HT-1080 cells with IDH1 knockdown. HT-1080 IDH1 knockdown viability, ATP luminescence, 48 h. 360,000 compounds, 2% hits. Potency, µM (series often up to 46.1 µM), for inactives: top-dose activity, negative = toxicity, hits mostly cytotoxic;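 also: 0% = DMSO wells and -100% = cell-free medium wells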
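Knockdown cells (IDH1KD HT-1080) received compounds 2 h after plating at 750 cells/well and were kept 48 h at 37 °C in 5% FBS RPMI. A CellTiter-Glo luminescence read gave % activity for curve fitting.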
KB-3-1 cytotox: KB-3-1 parental cell cytotoxicity; KB-3-1 viability, CellTiter-Glo ATP luminescence, 72 h; Potency, µM (top dose mostly 46.1 µM), for the others: at the top dose activity change, negative = cytotoxic, actives largely listed as cytotoxic; 400,000 compounds, 1.4% hits; AID 1347075; also: % is scaled to controls: 0 for no effect and ±100 for the full control effect; nearly all actives have a fitted effect of over 60% in size
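KB-3-1 cells, DMEM (no phenol red) + 10% FBS; compound by pin transfer, 72 h, 37 °C. Readout: CellTiter-Glo luminescence after 10 min. Data normalized, curve-fitted.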
HT1080NT lethal: kills 2HG-producing HT-1080-NT fibrosarcoma cells. HT-1080-NT fibrosarcoma viability, CellTiter-Glo ATP luminescence, 48 h. Potency, µM (highest dose often 46.1 µM), without a hit: at the top dose activity, negative = less viability, usual class: cytotoxic. 360,000 compounds, 1.6% hits;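 also: NT is the 2HG producing partner of a matched IDH1 knockdown line; 0% = DMSO-treated cells and -100% = media-only wells without cells; nearly all actives have a fitted effect of over 55% in size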
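HT-1080-NT fibrosarcoma cells (2HG-overproducing), 750 cells/well in RPMI with 5% FBS, dosed after 2 h and incubated 48 h at 37C. CellTiter-Glo luminescence normalized to DMSO and no-cell wells; concentration-response curves fitted and classed.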
GLP-1R agonist: activates the human GLP-1 receptor | 380,000 compounds, 0.007% hits | Potency, µM (series often up to 45.6 µM), for inactives: at the highest dose activation, hits mostly activators | P43220 | HEK293 GLP-1R CRE-luciferase, luminescence, 4-6 h; cells express a hypersensitive GLP-1R form | AID 624172; also: % of control where 0% means no effect
KB-V1 cytotox: KB-V1 MDR subline cytotoxicity | KB-V1 MDR cells viability, CellTiter-Glo, 72 h | Potency, µM (titrated, usually from 46.1 µM), without a hit: at the highest dose activity change, negative = cytotoxicity, hits mostly cytotoxic | 400,000 compounds, 3.4% hits | AID 1347076; also: % is scaled to controls: 0 for no effect and ±100 for the full control effect; nearly all actives have a fitted effect of over 60% in size
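KB-V1, DMEM (no phenol red) + 10% FBS; cpd pin-transferred, titration series; 72 h, 37 degrees C; CellTiter-Glo, luminescence. Data normalized, curve-fit.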
HEK293 tox: cytotoxicity counter-screen for GLP-1 receptor inverse agonists; HEK293 cAMP-luciferase reporter cells, luminescence, 24 h; Potency, µM (series often up to 38.3 µM), for inactives: top-dose activity change, negative = inhibition, actives largely listed as inhibitors; 410,000 compounds, 0.13% hits; AID 624418;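 also: loss of luciferase light is scored as toxicity; % is scaled to controls: 0 for no effect and ±100 for the full control effect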
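Here, cytotoxicity is scored as loss of luminescence. The MLSMR collection was tested on cells seeded in medium containing 10% Nu serum, with a 24 hr compound exposure preceded by 12 hours of culture.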
SW480 rerep: inducers of DNA re-replication in SW480 colon cancer cells. SW480 DNA re-replication, Hoechst DNA content imaging, 48 h. Potency, µM (titrated, usually from 46.1 µM), without a hit: at the top dose re-replication activation, actives largely listed as activators. 340,000 compounds, 1.8% hits. AID 624297; also: % of control where 0% means no effect; nearly all actives have a fitted effect of over 55% in size
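Cells (250 per well) received 23 nL compound or DMSO by pin tool and were kept 48 hr at 37 C, 5% CO2. Nuclei were then stained with Hoechst for 40 min and scanned for DNA content.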
TDP43 rescue: rescues yeast growth from TDP-43 toxicity | Potency, µM (doses to about 46.1 µM), inactives show at the highest dose growth rescue (activation), actives largely listed as activators | TDP-43 expressing yeast growth rescue, BacTiter-Glo, 24 h | 410,000 compounds, 1.8% hits | AID 652104; also: % of control where 0% means no effect; nearly all actives have a fitted effect of over 50% in size
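Growth rescue of TDP-43-toxic yeast measured as ATP luminescence (BacTiter-Glo). Cells grown to mid-log in raffinose, induced in galactose at OD600=0.02, exposed to compound 24 hr at 30 deg C.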
* marks the source's active call; other numbers are inactive results; ? = inconclusive; · = not tested or not shown; [ ] = another dose, or the depositor's remark. Calls follow the shape of the dose curve; as a rule, active = well fitted curve in the direction sought with a large enough effect; inconclusive = small, poorly fitted or top-dose-only effect, or another doubt; inactive = no such curve, though single readings can be large; an effect the other way counts as inactive or inconclusive. Potency is read from the fitted curve at half-maximal effect.

Every second line gives: GLP1R inv ag	HT1080 IDH1KD tx	KB-3-1 cytotox	HT1080NT lethal	GLP-1R agonist	KB-V1 cytotox	HEK293 tox	SW480 rerep	TDP43 rescue
COc1ccc(NC(=S)NC(C)Cc2cccs2)cc1 (stereo not given)
  -8%	-4%	3%	10%	14%	13%	-37%	-6%	?
Cc1ccc(-c2nc(CN3CCCCC3)cc(CN3CCCCC3)c2O)cc1
  -4%	11%	-8%	2%	2%	0%	-2%	-3%	-3%
c1ccc(-n2nnnc2-c2cnc(-c3cccnc3)nc2-c2cccs2)cc1
  0%	16%	-25%	21%	9%	?	-15%	1%	32µM*
Cc1ccnc(N2C(=O)c3ccccc3C2Nc2cccc(C)c2C)c1 (stereo not given)
  0%	16%	5%	5%	-6%	-4%	6%	-14%	0%
CN=C(Nc1ccccc1)SC1CC(=O)N(c2cccc(OC)c2)C1=O (stereo not given)
  ?	3%	2%	-8%	0%	-7%	0%	-4%	20%
O=C(O)Cn1cc(/C=C2/SC(=O)N(CC(=O)N3CCCCCC3)C2=O)c2ccccc21
  -8%	0%	0%	-4%	0%	6%	-17%	-36%	-13%
Cn1c(SC2C(=O)CC(C)(C)CC2=O)nnc1-c1ccco1
  2%	-1%	9%	13%	-4%	2%	0%	5%	-14%
CC(C)n1c(=O)[nH]c(=O)n1C(C)C
  5%	1%	-3%	1%	6%	-2%	5%	1%	-17%
FC(F)(F)c1cc(C(F)(F)F)c2ccc(N3CCOCC3)nc2n1
  40%	6%	10%	2%	5%	5%	12%	26%	-6%
CN(Cc1nc(-c2ccccn2)no1)S(=O)(=O)c1ccc(Br)cc1
  19%	-3%	9%	-8%	0%	2%	2%	-1%	24%
Cc1ccc(C(=O)NCC(=O)OCCCOC(=O)CNC(=O)c2ccc(C)cc2)cc1
  9%	7%	7%	0%	9%	?	-2%	-33%[inhibitor]	-7%
CCNc1nc(OCCNC(C)=O)nc(N(C)C)n1
  57%[activator]	13%	14%	13%	-5%	10%	-4%	-3%	-3%
CCCCNC(=S)N/N=C/c1ccccc1F
  ?	0%	-13%	3%	15%	?	0%[1.53 µM]	-2%	7%
COc1ccc(S(=O)(=O)N2CCC(C(=O)NCCC(=O)NCc3ccccc3OC)CC2)cc1
  0%	-1%	0%	-4%	-2%	?	0%	1%	-10%
NC(=O)COC(=O)[C@@H]1CC(O)CN1S(=O)(=O)c1ccc2c(c1)OCCO2 (stereo not given in full)
  -2%	-1%	7%	-3%	7%	21%	1%	-75%[inhibitor]	15%
COc1cc(/C(C)=N/NC(=O)C(O)(c2ccccc2)c2ccccc2)ccc1O
  4%	18%	-5%	18%	0%	21%	-9%	-28%	-3%
CCCCC#Cc1ccccc1CC(=O)Nc1ccccc1
  ?	5%	-9%	6%	-4%	-22%	8%	5%	33%
COc1ccccc1NC(=O)CSCc1ccc([N+](=O)[O-])cc1
  -10%	-6%	0%	-2%	0%	-11%	13%	?	10%
CC(=NCCCn1ccnc1)c1c(-c2ccccc2)[nH]n(-c2nc3ccccc3s2)c1=O
  4%	-15%	18%	-3%	4%	16%	3%	?	3%
Cc1cc(C)nc(NS(=O)(=O)c2ccc(NC(=O)c3ccc(S(=O)(=O)N4CCOCC4)cc3)cc2)n1
  0%	-8%	2%	4%[9.24 µM]	-15%	29%	8%	-5%	-22%

(next part)
Every second line gives: GLP1R inv ag	HT1080 IDH1KD tx	KB-3-1 cytotox	HT1080NT lethal	GLP-1R agonist	KB-V1 cytotox	HEK293 tox	SW480 rerep	TDP43 rescue
CC1=C(C#N)C(/C=N/OCc2ccc(F)cc2Cl)CC(=O)N1 (stereo not given)
  -24%	-14%	8%	-2%	6%	?	-8%	2%	12%
CN(C)c1ccc(NC(=O)C2CCCN(S(=O)(=O)c3ccccc3)C2)cc1 (stereo not given)
  ?	4%	?	3%	2%	?	3%	10%	11%
Cc1ccc(CNC(=O)c2ccc3nc(N4CCCCC4)sc3c2)cc1
  33%[activator]	·	0%	·	·	-3%	1%	·	13%
O=C(NCCc1ccccc1F)c1cccc2cccnc12
  15%	9%	-1%	17%	22%	-8%	-7%	10%	-4%
CN1CCN(c2nc3c(c(=O)[nH]c(=O)n3C)n2Cc2ccccc2)CC1
  9%	3%	0%	3%	0%	16%	0%	-3%	-19%
FC(F)(F)c1ccc2c3n(nc2c1)CCN=C3c1ccc(Cl)cc1
  -7%	-1%	4%	0%	15%	0%	?	-5%	?
CN(CC(=O)Nc1ccc(F)cc1)C(=O)COC(=O)c1cccc(N(C)C)c1
  5%	-4%	-5%	-3%	-8%	6%	26%	-1%	0%
O=C(CCN1C(=O)[C@@H]2Cc3ccccc3CN2C1=O)N[C@H](Cc1ccccc1)C(=O)O
  4%	-1%	0%	1%	-5%	3%	-17%	-5%	22%
Cc1cccc(NC(=O)C(C)OC(=O)CNC(=O)C2CCCCC2)c1 (stereo not given)
  -20%	-1%	-2%	12%	8%	-12%	-26%	·	14%
Cc1noc(C)c1C(=O)N1CCN(c2ncccn2)CC1
  0%	-8%	-1%	0%	-13%	3%	4%	8%	-34%[inhibitor]
COc1ccc(/C=N/NC(=O)CNC(=O)c2ccc3c(c2)OCCO3)cc1OC
  72%[activator]	1%	16%	14%	12%	0%	6%	1%	-4%
CCOc1ccc(NS(=O)(=O)c2cc(Br)cc3c2N(C(=O)C2CC2)CC3)cc1
  ?	·	6%	·	1%	16%	-6%	·	27%
C[C@H](CO)N1C[C@H](C)[C@@H](CN(C)S(=O)(=O)c2cccs2)OCc2cnnn2CCCC1=O
  7%	11%	24%	3%	34%	2%	-2%	·	0%
COCCNC(=O)CSc1nc2ccc(N3CCOCC3)cc2c(=O)n1Cc1ccc(OC)cc1
  58%[activator]	-2%	5%	2%	38%	0%	12%	?	19%
N#CCCSCc1ccc2oc(C(=O)O)cc2c1
  7%	-7%	-2%	3%	1%	2%	1%	-11%	-18%
Cc1cc(C)cc(N2CC(c3nc4ccccc4n3C)CC2=O)c1 (stereo not given)
  3%	-10%	-3%	21%	10%	?	0%	-5%	-4%
COc1ccccc1Nc1nc(C2(C)CCC(=O)O2)cs1 (stereo not given)
  0%	6%	0%	-3%	-1%	-13%	5%	1%	1%
Brc1ccc(/C=N/Nc2ccc3ccccc3n2)cc1
  -5%	-23%	2%	?	-3%	1%	7%	10%	4%
COc1ccccc1C1C(C(=O)c2cc3ccccc3o2)=C(O)C(=O)N1c1cc(C)on1 (stereo not given)
  17%	-1%	-10%	-1%	-8%	-16%	-11%	-12%	-7%
O=[N+]([O-])c1ccc(/C=N/Nc2nc(-c3ccccc3)c3cc(Br)ccc3n2)o1
  25%	22%	-18%	14%	0%	-23%	1%	0%	11µM*

Looked up by compound from the entries so far:
Every second line gives: GLP1R inv ag	HT1080 IDH1KD tx	KB-3-1 cytotox	HT1080NT lethal	GLP-1R agonist	KB-V1 cytotox	HEK293 tox	SW480 rerep	TDP43 rescue
CC1=C(C#N)C(/C=N/OCc2ccc(F)cc2Cl)CC(=O)N1 (stereo not given)
  -24%	-14%	8%	-2%	6%	?	-8%	2%	12%
Cc1ccc(CNC(=O)c2ccc3nc(N4CCCCC4)sc3c2)cc1
  33%[activator]	·	0%	·	·	-3%	1%	·	13%

(next part)
Every second line gives: GLP1R inv ag	HT1080 IDH1KD tx	KB-3-1 cytotox	HT1080NT lethal	GLP-1R agonist	KB-V1 cytotox	HEK293 tox	SW480 rerep	TDP43 rescue
NC(CO)(CO)COCc1ccccc1
  6%	8%	-3%	11%	3%	?	-10%	-12%	13%
CCN(CC)c1nc2c(c(=O)[nH]c(=O)n2C)n1CCCc1ccccc1
  41%[activator]	-19%	-9%	-7%	14%	?	0%	-2%	-8%
O/N=C(\c1ccccc1)C(O)c1ccccc1 (stereo not given)
  27%	18%	-1%	-15%	8%	20%	-1%	-4%	-6%
COc1ccc(NC(=O)CN(C)C(=O)c2cc3c(s2)CCCCC3)cc1
  ?	6%	-8%	14%	-1%	?	-27%	-6%	28µM*
CCCC(=O)Nc1cc(OCC)c(NC(=O)NC2CCCCC2)cc1OCC
  0%	1%[9.24 µM]	-1%	6%	-4%	-3%	-21%	-1%	-9%
Cc1ccc(C=C2C(=O)c3ccccc3C2=O)s1
  25%	15%	-7%	8%	3%	18%	-19%	-1%	22%
Cc1cc(C)c(NC(=O)C2CSCCS2)c(C)c1 (stereo not given)
  1%	6%	8%	11%	-2%	?	-6%	-6%	20%
O=C(Nc1ccsc1C(=O)N1CCCC1)c1ccccc1
  7%	0%	-10%	9%	1%	?	14%	-5%	-4%
COc1cccc(N2CCN(C(=O)CCn3nc(C)c(S(=O)(=O)N4CCCC4)c3C)CC2)c1
  8%	·	-21%	·	·	-10%	3%	·	-6%
Cc1cc(C)c(C(=O)CSc2nnc(-c3ccccc3Br)o2)cc1C
  8%	0%	-10%	2%	2%	-29%	16%	-10%	-4%
O=C(Nc1ccc(S(=O)(=O)N2CCCCC2)cc1)c1cccnc1Cl
  4%	-12%	-4%	-1%	2%	-21%	5%	?	9%
COc1ccc(/C=N/NC(=O)Nc2cccc3nsnc23)cc1OC
  16%	23%	0%	8%	20%	?	9%	?	11%
CCC(=O)N/C(N)=N/c1nc(C)c2cc(C)c(C)cc2n1
  14%	2%	-19%	7%	8%	-14%	0%	?	0%
CCN(CC)CCn1c(=S)[nH]c2ccccc2c1=O
  -5%	0%	-2%	0%	-8%	19%	-26%	-9%	-20%
COc1cccc(N(CC(=O)NC2CCCCC2)C(=O)CCC(=O)Nc2nc(C)cs2)c1
  0%	-17%	1%	-11%	12%	-6%	-7%	-3%	-20%
CC(=O)Nc1ccc(Oc2ccc3nc(C)[nH]c3c2)cc1
  2%	8%	0%	?	7%	?	-4%	-1%	-13%
FC(F)(F)c1cc(-c2ccccc2)nc(-n2cncn2)n1
  19%	13%	1%	1%[9.24 µM]	7%	-2%	-3%	-12%	-5%
